Screening data: PubChem, several laboratories
RmlCD inh 1536: inhibitors of Mycobacterium tuberculosis RmlC and RmlD coupled enzymes | RmlC+RmlD coupled enzyme assay, percent inhibition; primary screen in compound mixtures | inhibition, % at 3.6 µM | AID 1533 | hit rate 0.03% among 160,000 | P9WH09+P9WH11; in the data active = inhibition mostly above about 34%, no sharp cut-off; note: some results filed as inactive read as strong as hits
Target sequence (P9WH09 whole entry, looked up): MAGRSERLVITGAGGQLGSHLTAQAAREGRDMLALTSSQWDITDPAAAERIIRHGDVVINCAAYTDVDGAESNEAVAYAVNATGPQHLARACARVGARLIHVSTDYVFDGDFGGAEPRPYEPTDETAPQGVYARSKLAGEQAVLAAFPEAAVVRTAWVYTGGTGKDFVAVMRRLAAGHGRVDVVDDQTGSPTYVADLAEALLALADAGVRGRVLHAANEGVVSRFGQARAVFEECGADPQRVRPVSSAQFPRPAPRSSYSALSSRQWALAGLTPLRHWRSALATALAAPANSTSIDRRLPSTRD
Target sequence (P9WH11 whole entry, looked up): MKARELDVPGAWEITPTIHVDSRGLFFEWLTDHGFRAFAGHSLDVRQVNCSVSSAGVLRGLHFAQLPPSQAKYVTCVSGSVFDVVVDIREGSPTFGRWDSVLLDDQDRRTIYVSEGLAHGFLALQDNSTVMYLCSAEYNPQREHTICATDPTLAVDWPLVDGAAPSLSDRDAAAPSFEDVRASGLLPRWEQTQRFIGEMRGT
GlmU inhibition: inhibition of mycobacterial GlmU enzyme – biochemical, glucosamine-1-phosphate acetyltransferase (AID 1376); M. tuberculosis GlmU acetyltransferase enzyme assay; higher % means a stronger effect; inhibition, %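 (tested at 30 µM in the primary screen)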; hits with a dose series show IC50 in µM; hit rate 0.25% among 220,000; in the data active = inhibition above about 13%;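 note: 0% = complete reaction with vehicle and 100% = reaction without substrate; strong numbers were not always called active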
An asterisk follows results filed as active; x = no result given; & = joins results of further samples. Not all compounds are listed; rates above refer to the full screens.

no.	smiles	RmlCD inh 1536	GlmU inhibition
1	Cc1oc(C(=O)O)cc1COc1ccccc1Cl	-1.3	-0.8%
2	CCCCCOC(=O)C1[C@H]2C(=O)N(Cc3cccs3)C[C@]23C=C[C@H]1O3 (stereo not given in full)	x	2.7%
3	COc1ccc(N2C(=O)CN=C2Nc2nc(C)cc(C)n2)cc1	-0.7	-6.0%
4	Cc1cccc(NC(=S)NC2CCCC2)n1	x	-4.4%
5	COC(=O)COc1cccc2c(=O)n(CC(=O)NCc3ccccc3)ccc12	-8.1	-1.5%
6	O=C(NCCc1ccc(Cl)cc1)c1ncn[nH]1	14.1	2.1%
7	CCOC(=O)CC1C(=O)NCCN1C(=O)c1c(F)cccc1F (stereo not given)	8.0	-0.4%
8	CN(C(=S)NC1CCCCC1)C1(c2ccccc2Cl)CCCCC1=O (stereo not given)	-14.9	3.7%
9	O=C(CCn1cnnn1)Nc1ccccc1	-6.6	-3.2%
10	Cn1c(=O)c2c(nc(Br)n2CCCc2ccccc2)n(C)c1=O	x	-0.8%
11	S=c1[nH]nc(-c2cccnc2)n1/N=C/c1ccc(Br)s1	8.7	-5.2%
12	CN1CC=C2C(C#N)=C(N)C(C#N)(C#N)[C@H](c3cccs3)[C@H]2C1	16.1	6.9%
13	Clc1cccc(Cl)c1CN1CCN(c2ccccc2)CC1	25.9	3.0%
14	CC1(C)NC(=O)N(CCCCOc2ccc(Cl)cc2C=O)C1=O	x	4.4%
15	Cc1ccc(S(=O)(=O)NCc2csc(-c3cccs3)n2)cc1	10.0	-2.3%
16	O=C(Nc1ccccc1N1CCOCC1)c1ccc(Cl)c(S(=O)(=O)NCc2ccco2)c1	-5.1	0.8%
17	Fc1ccc(NC(=S)N2CCCC(c3ccccc3)=N2)cc1	x	-8.8%
18	Cc1c(NC(=O)c2coc(=O)c(Br)c2)c(=O)n(-c2ccccc2)n1C	-11.3	-8.4%
19	C=CCn1c(Cc2csc(N)n2)nnc1SCc1ccc(C(=O)OC)cc1	x	1.3%
20	CCCC1(C)NC(=O)c2ccccc2O1 (stereo not given)	2.4	3.4%
21	CCN(CC)CCCNc1nc(-c2ccccc2)nc2ccccc12	x	1.8%
22	COc1ccc(NS(=O)(=O)c2cc(C)ccc2OC)cc1OC	-11.4	2.2%
23	O=C(O)C[C@H]1c2cc(C(F)(F)F)ccc2S(=O)(=O)N1C1CCCCC1	x	1.6%
24	Cc1cccc(CCNC(=O)CCS(=O)(=O)c2ccc(Br)cc2)c1	-3.3	-8.6%
25	O=C(/C=C/c1cccc([N+](=O)[O-])c1)NC(=S)Nc1cccc(NC(=O)c2ccccc2Cl)c1	-3.8	2.4%

Reprinted from the part before: 2 compounds; new compounds follow.
no.	smiles	RmlCD inh 1536	GlmU inhibition
24	Cc1cccc(CCNC(=O)CCS(=O)(=O)c2ccc(Br)cc2)c1	-3.3	-8.6%
25	O=C(/C=C/c1cccc([N+](=O)[O-])c1)NC(=S)Nc1cccc(NC(=O)c2ccccc2Cl)c1	-3.8	2.4%
26	CCOC(=O)C1=C(C)OC(N)=C(C#N)C1c1cc(Cl)c(OCC(N)=O)c(OC)c1 (stereo not given)	10.5	-5.3%
27	Nc1nnc(CC(=O)N/N=C/c2ccc(-c3ccc(F)cc3)o2)s1	-10.5	3.7%
28	CCOc1ccccc1NC(=O)c1cc(C(=O)c2cc(Br)ccc2O)coc1=N	5.1	3.2%
29	COc1cc(/C=C/C(=O)OCC(=O)N2CCCCCC2)ccc1OCC#N	-13.2	-2.3%
30	Cc1sc2ncnc(SCC(=O)NC3CC3)c2c1C	-4.3	2.1%
31	COc1ccc(-c2csc3nc(C)n(-n4cccc4)c(=O)c23)cc1	x	0.0%
32	O=C(NCCC(=O)N1CCOCCOCCOCCOCC1)OCc1ccccc1	-14.8	0.8%
33	c1ccc(Nc2nnc(-c3cccc4ccccc34)o2)cc1	17.8	0.1%
34	CN1CCN(c2ccc([N+](=O)[O-])cc2Cl)CC1	4.7	3.0%
35	CNC(=O)c1[nH]cnc1C(=O)N[C@@H](C)C(=O)OC(C)(C)C	x	-4.8%
36	O=C(Nc1ccc(N2CCOCC2)cc1)c1cn2ccccc2n1	0.9	x
37	OCC1(Cc2ccccc2C(F)(F)F)CCN(Cc2cccc3cnccc23)CC1	2.7	2.2%
38	CCN(CC)c1ccc(CNc2nc3ccccc3n2CCN2CCOCC2)cc1	-7.4	-2.5%
39	CN(C)S(=O)(=O)c1ccc(-c2cn3ccccc3n2)cc1	-5.3	4.7%
40	Cc1c(NC(=O)C(C)OC(=O)/C=C/c2ccc3c(c2)OCO3)c(=O)n(-c2ccccc2)n1C (stereo not given)	-9.5	2.6%
41	Fc1ccc(NC2=NCCS2)cc1Cl	3.6	1.6%
42	Cc1cccc(NC(=S)N/N=C/c2ccc(Cl)c([N+](=O)[O-])c2)c1	-6.8	0.6%
43	C(=N\N1CCN(Cc2cccc3ccccc23)CC1)/c1ccco1	x	-1.1%
44	O=C(N/N=C/c1sc(N2CCCCC2)nc1-c1cccs1)c1cccnc1	x	0.8%
45	C#CCOC(=O)Nc1ccc(=O)n(Cc2c(Cl)cccc2Cl)c1	10.9	2.7%
46	COc1cc(CN2CCC(C(=O)NC3CCCC3)CC2)ccc1O	72.8	1.1%
47	COc1ccccc1CNC(=O)C1CCN(S(=O)(=O)N2CC(C)CC(C)C2)CC1 (stereo not given)	8.7	-4.3%
48	Oc1ccc(N=Nc2nccs2)c(O)c1	17.0	53.5%*
49	O=C(Nc1cccc(S(=O)(=O)N2CCCCC2)c1)c1ccc(OCC2CCCO2)cc1 (stereo not given)	-9.9	1.9%
50	CC(C)Oc1ccc(C(=O)Nc2ccccc2N2CCOCC2)cc1	5.2	-0.1%

Full records, quoted from the list:
OCC1(Cc2ccccc2C(F)(F)F)CCN(Cc2cccc3cnccc23)CC1 as listed: RmlCD inh 1536 = 2.7; GlmU inhibition = 2.2%
CCOC(=O)C1=C(C)OC(N)=C(C#N)C1c1cc(Cl)c(OCC(N)=O)c(OC)c1 (stereo not given) as listed: RmlCD inh 1536 = 10.5; GlmU inhibition = -5.3%

(list continues)
no.	smiles	RmlCD inh 1536	GlmU inhibition
51	CCOc1ccc(NC(=O)CSc2nnc(C(C)C)n2CC)cc1	-15.2	-7.2%
52	OC1CNCc2cc3c(cc21)OCCO3 (stereo not given)	-8.1	-2.2%
53	COc1ccc(CCNC(=O)c2cc(-c3ccccc3O)n[nH]2)cc1OC	8.4	3.9%
54	CC(C)(C)c1ccc(NC(=O)COc2ccc(-n3ccnc3)cc2)cc1	-2.6	4.2%
55	Cc1nn(C(=O)c2nn(C)cc2[N+](=O)[O-])c(C)c1Br	-6.8	-0.1%
56	O=C(Nc1ccc(OC(F)F)cc1)Nc1cccc(C(F)(F)F)c1	-8.6	-5.2%
57	CN(C)c1ccc(-c2noc(C3CCN(S(=O)(=O)c4ccc(C(=O)O)cc4)CC3)n2)cc1	x	6.2%
58	COC(=O)c1cc(=O)n2c(-c3ccccc3)csc2n1	6.3	x
59	Cc1ccc(NC(=O)CC2=NC(=O)C(CC(=O)Nc3ccccc3C)S2)cc1 (stereo not given)	4.1	0.7%
60	COc1ccc(NC(=O)Cc2ccc(Cl)cc2Cl)cn1	2.9	1.2%
61	CC(C(=O)O)n1nc2ccccc2n1 (stereo not given)	-6.6	-1.0%
62	CN(C(=O)C1CCN(S(=O)(=O)c2cccs2)CC1)C1CCCCC1	x	-0.7%
63	CN1CCN(C(=O)c2cc3sccc3n2CC(=O)c2ccccc2)CC1	17.8	-0.6%
64	Nc1nc(SCC(=O)N2N=C3/C(=C/c4ccco4)CCCC3C2c2ccco2)n[nH]1 (stereo not given)	-3.5	-5.2%
65	O=C(CN1CCN(c2ccccc2F)CC1)NC(=O)NCc1ccco1	4.5	3.7%
66	CCOc1ccc(C(=O)Nc2ccccc2NC(C)=O)cc1OCC	-10.7	-3.7%
67	Fc1ccc(C(c2nnnn2Cc2cccs2)N2CCN(C3CCCC3)CC2)cc1 (stereo not given)	-0.6	3.5%
68	CCCCNC(=O)CNC(=S)N(CCCN1CCOCC1)Cc1cccs1	-10.2	3.2%
69	O=C(COc1ccc(Br)cc1)Nc1ccccc1N1CCCC1	6.2	1.6%
70	O=C(CN(Cc1ccco1)S(=O)(=O)c1ccccc1)N/N=C/c1cccc(O)c1	9.6	-8.2%
71	Cc1cc(C(=O)N2CCN(C(c3ccccc3)c3ccccc3)CC2)no1	0.0	4.7%
72	COc1ccc(CCNC(=O)CCCCCN2C(=O)c3ccccc3C2=O)cc1OC	7.3	5.8%
73	COCc1c(C(=O)OCC(=O)NCCN2C(=O)CSC2=O)oc2ccccc12	-6.7	4.3%
74	COC(=O)c1c(-c2c(Cl)cccc2Cl)noc1NC(=O)NN1CCCCC1	102.8	4.1%
75	Cc1c(NC(=O)Cn2nc(C(F)(F)F)c3c2CCCC3)c(=O)n(-c2ccccc2)n1C	-7.6	0.6%

A second format for 2 compounds above:
The line under a structure holds: RmlCD inh 1536	GlmU inhibition
[52] OC1CNCc2cc3c(cc21)OCCO3 (stereo not given)
  -8.1	-2.2%
[53] COc1ccc(CCNC(=O)c2cc(-c3ccccc3O)n[nH]2)cc1OC
  8.4	3.9%

Continued:
no.	smiles	RmlCD inh 1536	GlmU inhibition
76	O=C(NC1CC1)c1cc2c(s1)-c1ccccc1OC2	7.2	4.5%
77	O=C(NCc1ccc2c(c1)OCO2)c1cc2ccccc2o1	5.7	-0.9%
78	O=C(C(=O)N1CCOCC1)c1cn(CC(=O)N2CCc3ccccc3C2)c2ccccc12	21.7	-1.4%
79	Oc1[nH]c2ccc(Br)cc2c1N=Nc1ccc(C(F)(F)F)cn1	7.3	-4.3%
80	O=C(NNC(=O)c1nn(-c2ccc(F)cc2)ccc1=O)c1ccc(C(F)(F)F)cc1	-4.5	2.3%
81	O=C(Nc1nccs1)C1C2CC3OC(=O)C1C3C2 (stereo not given)	8.0	0.2%
82	Cc1ccc(CN2C(=O)NC(Cc3c[nH]c4ccccc34)C2=O)cc1 (stereo not given)	2.6	-0.2%
83	O=C(/C=C/c1ccc(Cl)cc1Cl)Nc1cccc(S(=O)(=O)NC2=NCCC2)c1	32.4	7.0%
84	O=C(OCC(=O)c1ccco1)c1ccc2ncsc2c1	8.3	3.6%
85	CC(C)(C)Nc1nc(NCc2cccnc2)nc(N2CCOCC2)n1	x	1.4%
86	Cc1cccc(-c2nnc(NC(=O)c3ccc(Cl)cc3)o2)c1	3.1	1.1%
87	O=C(Cn1c[n+](CC(=O)c2ccc([N+](=O)[O-])cc2)cn1)c1ccc([N+](=O)[O-])cc1	22.9	2.9%&6.7%
88	O=c1c(C(c2c(O)nc3n(c2=O)CCS3)c2cccc3ccccc23)c(O)nc2n1CCS2	x	15.3%*
89	COc1ccc(N(CC(=O)NCCC2=CCCCC2)S(=O)(=O)c2ccccc2)cc1	6.6	-4.0%
90	Cc1cc(C)n2cc(-c3ccc(Cl)cc3)c(C(=O)O)c2n1	10.7	-0.2%
91	O=C1NC(C(F)(F)F)(C(F)(F)F)N=C2SC=CN12	3.6	2.4%
92	Cc1[nH]c2ccc(Cl)cc2c(=O)c1CN1CCCC1	-11.1	-0.8%
93	CN(CCOc1ccccc1)CC(=O)Nc1ccc([N+](=O)[O-])cc1Cl	-6.6	0.1%
94	Cc1nn(Cc2ccccc2)c(Cl)c1C(=O)OCC#N	9.1	-2.5%
95	O=C(Cc1cccc2ccccc12)Nc1ccc(OC(F)F)c(Cl)c1	-6.5	-3.6%
96	COc1cc(CN(C(=O)c2ccco2)c2ccc(C)cc2)ccc1O	16.9	-5.4%

Some of the entries so far, in transposed form.
(78) O=C(C(=O)N1CCOCC1)c1cn(CC(=O)N2CCc3ccccc3C2)c2ccccc12
(82) Cc1ccc(CN2C(=O)NC(Cc3c[nH]c4ccccc34)C2=O)cc1 (stereo not given)
(76) O=C(NC1CC1)c1cc2c(s1)-c1ccccc1OC2
(87) O=C(Cn1c[n+](CC(=O)c2ccc([N+](=O)[O-])cc2)cn1)c1ccc([N+](=O)[O-])cc1
Compound	78	82	76	87
RmlCD inh 1536	21.7	2.6	7.2	22.9
GlmU inhibition	-1.4%	-0.2%	4.5%	2.9%&6.7%
